# BoNT F protease: blocks Botulinum neurotoxin F light chain protease; Multiplex microsphere protease cleavage assay, flow cytometry; inhibition, % at 10 µM; actives 0.22% (n = 360,000); AID 588497; in the data active = inhibition above about 35%, passing the limit was not always enough; inconclusive = no clear call, values can overlap the other calls; note: plate controls were buffer without enzyme for full effect and enzyme alone for no effect
# DUSP3 inh: inhibitors of human VHR1 phosphatase (DUSP3); AID 1654; inhibition, % at 13.3 µM; actives 0.52% (n = 290,000); recombinant VHR phosphatase, pNPP absorbance; in the data active = inhibition above about 50%; note: some compounds called inactive have numbers as strong as hits
# Target sequence (P51452 whole entry, looked up): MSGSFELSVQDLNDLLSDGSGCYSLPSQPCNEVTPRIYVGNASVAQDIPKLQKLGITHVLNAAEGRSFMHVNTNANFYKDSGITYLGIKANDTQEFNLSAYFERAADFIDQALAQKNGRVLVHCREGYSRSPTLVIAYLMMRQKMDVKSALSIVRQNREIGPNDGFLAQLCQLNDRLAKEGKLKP
# CCHFV vOTU inh: CCHFV vOTU protease inhibition; Pep-AMC fluorescence; inhibition, % at 11.5 µM; actives 0.55% (n = 370,000); AID 651958; note: 0% = vehicle wells with enzyme and 100% = no enzyme wells
# MazF activator: activators of E. coli MazEF toxin-antitoxin RNase; P0AE70; FAM/BHQ RNA-DNA oligo cleavage fluorescence, 5 h; activation, % at 20 µM; actives 0.32% (n = 350,000); AID 504720; in the data active = activation above about 50%
# Target sequence (P0AE70 whole entry, looked up): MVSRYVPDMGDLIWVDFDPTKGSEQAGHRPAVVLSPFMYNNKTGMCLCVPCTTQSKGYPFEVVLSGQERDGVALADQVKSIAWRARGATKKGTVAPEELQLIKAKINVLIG
# FadD28 FP inh: M. tuberculosis FadD28 bisubstrate binding inhibition; FadD28 bisubstrate probe binding, fluorescence polarization; inhibition, % at 12.5 µM; actives 0.22% (n = 360,000); in the data active = inhibition above about 8.5%, passing the limit was not always enough; inconclusive = no clear call, values can overlap the other calls
# FBA Mtb inh: inhibits M. tuberculosis FBA enzyme; P9WQA3; purified M. tuberculosis FBA, fluorescence read-out; actives 2.3% (n = 360,000); AID 588726; inhibition, % at 1 µM; in the data active = inhibition above about 27%;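 note: 0% = vehicle and 100% = reference inhibitor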
# Target sequence (P9WQA3 whole entry, looked up): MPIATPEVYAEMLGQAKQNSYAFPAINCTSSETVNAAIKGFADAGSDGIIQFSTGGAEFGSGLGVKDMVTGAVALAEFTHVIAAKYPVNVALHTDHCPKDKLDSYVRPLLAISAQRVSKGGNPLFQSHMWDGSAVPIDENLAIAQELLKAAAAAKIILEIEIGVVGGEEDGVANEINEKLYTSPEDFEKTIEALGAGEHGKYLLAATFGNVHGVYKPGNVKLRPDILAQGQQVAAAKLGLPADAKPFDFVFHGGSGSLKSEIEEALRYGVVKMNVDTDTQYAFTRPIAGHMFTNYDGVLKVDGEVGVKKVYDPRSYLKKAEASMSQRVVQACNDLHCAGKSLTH
# Rv3671c protease: inhibitors of M. tuberculosis serine protease Rv3671c | P9WHR9 | inhibition, % at 5.96 µM | actives 0.048% (n = 320,000); in the data active = inhibition above about 38%;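 note: extracellular domain of Rv3671c used as enzyme; 0% = enzyme with DMSO and 100% = no enzyme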
# Mtb BioA inh: BioA (M. tuberculosis) enzyme inhibition. purified M. tuberculosis BioA enzyme, plate reader. inhibition, % at 9.99 µM. actives 0.096% (n = 360,000). AID 602481; in the data active = inhibition above about 40%; inconclusive = no clear call, values can overlap the other calls
# UGM FP inh: blocks M. tuberculosis UGM enzyme; P9WIQ1; purified UGM, fluorescence polarization probe displacement; inhibition, % at 10 µM; actives 0.06% (n = 320,000); in the data active = inhibition above about 10%, passing the limit was not always enough; inconclusive = no clear call, values can overlap the other calls
# Target sequence (P9WIQ1 whole entry, looked up): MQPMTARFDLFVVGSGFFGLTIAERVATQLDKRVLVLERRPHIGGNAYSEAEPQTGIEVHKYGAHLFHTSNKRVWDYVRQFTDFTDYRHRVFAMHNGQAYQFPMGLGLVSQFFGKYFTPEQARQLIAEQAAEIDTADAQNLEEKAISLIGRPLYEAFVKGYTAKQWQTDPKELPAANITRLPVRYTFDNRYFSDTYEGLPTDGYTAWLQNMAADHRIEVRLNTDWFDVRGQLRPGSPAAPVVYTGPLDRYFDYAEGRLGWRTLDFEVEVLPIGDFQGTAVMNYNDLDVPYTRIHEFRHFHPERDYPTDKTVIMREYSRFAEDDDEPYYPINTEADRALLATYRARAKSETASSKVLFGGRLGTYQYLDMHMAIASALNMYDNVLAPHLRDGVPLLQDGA
# GDH-TPI inh: GDH-TPI coupled enzyme inhibition counter-screen. GDH-TPI coupled enzyme counterscreen, NADH absorbance. inhibition, % at 4.8 µM. actives 1.2% (n = 360,000);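 note: 0% = DMSO wells and 100% = wells lacking the enzyme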
# Active calls of the source: *; ? = inconclusive; . = not tested or not shown. Cut-off read from the data, not from the text of the source, unless noted: active = inhibition above about 30%; inactive = the rest.
molecule | BoNT F protease | DUSP3 inh | CCHFV vOTU inh | MazF activator | FadD28 FP inh | FBA Mtb inh | Rv3671c protease | Mtb BioA inh | UGM FP inh | GDH-TPI inh
COc1ccc(N(C(=O)Cc2cccs2)C(C(=O)NC2CCCCC2)c2cccn2C)cc1 (stereo not drawn) | 23 | 28 | 1 | 0 | -1.6 | 4 | 3 | -2.1 | -1.5 | 3
CCOC(=O)C1CCN(C(=O)COc2ccc(N(C)S(=O)(=O)c3ccc(C)cc3)cc2)CC1 | -9 | -2 | 14 | -30 | -0.6 | 3 | 4 | . | -2.1 | 3
CCCCN1CC(COc2ccccc2)Oc2cccc(F)c2S1(=O)=O (stereo not drawn) | 0 | . | -2 | 0 | -8.7 | -3 | . | -0.5 | . | 6
Nc1cc(=O)[nH]c(=S)n1-c1cccc(C(F)(F)F)c1 | -2 | 0 | -16 | 10 | -1.3 | 3 | 1 | -0.8 | -0.1 | 4
CC(C)(C)OC(=O)C[C@H]1C/C=C\C[C@H](CC(=O)N[C@H](CO)Cc2ccccc2)C(=O)N2CCC[C@H]2COC1=O | 0 | . | 9 | 8 | -2.0 | 3 | 1 | -0.6 | -1.7 | 5
CCN(c1ccccc1)S(=O)(=O)c1ccc(C(=O)NCC(c2ccccc2OC)N2CCCC2)cc1 (stereo not drawn) | -3 | . | -2 | -5 | -2.2 | 0 | . | 3.2 | . | 9
CSc1ccc(CN2CCC(C)(Oc3ccc(C(C)=O)cc3)C2)cc1 (stereo not drawn) | -5 | . | -5 | . | -5.6 | 4 | . | 1.5 | . | 5
O=C(CN1CCN(S(=O)(=O)c2ccc(Cl)cc2)CC1)Nc1ccc(F)cc1F | -15 | 23 | . | 2 | 0.2 | 2 | -6 | 0.4 | 1.6 | 3
O=C1c2ccccc2C(=O)N1n1c(=O)[nH]c2ccccc2c1=O | 3 | -3 | 1 | 7 | -0.5 | 1 | -2 | . | -1.4 | 5
CC1O[C@@H](OC2C(COC3OC(CO)C(O)[C@H](O)C3O)OC(OC3CC[C@]4(C)C(CC[C@@]5(C)[C@@H]4CC=C4[C@@H]6CC(C)(C)CC[C@]6(CO)C(O)C[C@]45C)C3(C)C)C(O)C2O)C(O)C(O)C1O (stereo partly drawn) | 4 | . | -3 | 13 | -4.5 | -3 | -1 | -0.8 | -0.8 | 3
CC(=O)c1cc2c(cc1NC(=O)Cc1c(C)noc1C)OCO2 | -4 | . | -4 | 9 | -0.2 | 3 | -1 | -0.3 | -1.2 | 9
O=c1oc(C2(O)CCCCC2)cc2ccc(-c3ccc4[nH]ccc4c3)cc12 | -5 | . | 6 | 4 | -1.4 | 4 | -4 | 0.8 | 0.7 | 17
O=C(CSc1nnc(NC(=O)c2ccccc2[N+](=O)[O-])s1)NC1CCCC1 | -110 | -11 | 5 | -1 | -1.5 | 0 | 2 | -0.2 | 0.6 | 12
O=C(O)c1cccc2c1C(=O)c1ccc(-c3ccc(F)cc3OCc3ccccc3)cc1S2(=O)=O | -1 | . | . | -11 | 0.1 | 5 | -9 | 3.8 | 3.4 | 19
Cc1ccc(CNC(=O)C2CCCN2C(=O)Nc2ccccc2)cc1 (stereo not drawn) | ? | -29 | 3 | 9 | -0.9 | 0 | -1 | 0.7 | 1.8 | 7
C=CCOc1cccc(C2C(C(=O)c3ccco3)=C(O)C(=O)N2CCN2CCOCC2)c1 (stereo not drawn) | 8 | -8 | 12 | 0 | -3.9 | 0 | 2 | 1.0 | -0.6 | 10
Cc1onc(-c2ccccc2Cl)c1C(=O)NCCn1ccc2ccccc21 | ? | 32 | 14 | -4 | -2.3 | 2 | -9 | -2.8 | 6.3 | -3
COC(=O)c1cn(NC(=O)/C=C/c2ccc(OC)c(OC)c2)c(=O)c2ccccc12 | 4 | 33 | 10 | 5 | -3.4 | 0 | 4 | -1.3 | -1.8 | 26
CCNC(=O)c1sc2cc(C)ccc2c1Cl | -4 | 19 | -8 | 8 | -0.2 | 0 | -5 | 0.9 | -0.5 | 2
C#CCOCCOCCOCCNc1nc(N2CCN(C(=O)[C@H](C)n3cc(CCCN=C(N)N)nn3)CC2)nc(N2CCN(C(=O)[C@H](C)n3cc(CCCN=C(N)N)nn3)CC2)n1 | -11 | 8 | 16 | 21 | -1.9 | 3 | -16 | 0.9 | -0.1 | 6
COc1ccc(C(C)NC(=O)C2CCCC2)cc1 (stereo not drawn) | 12 | 6 | -2 | 5 | -5.5 | 0 | -2 | -1.8 | 2.2 | 0
CC1(C)Cc2c(C#N)c(N3CCN(C(=O)c4ccccc4Cl)CC3)nc(-c3ccco3)c2CS1 | 7 | 7 | 10 | -10 | -3.7 | 16 | -7 | . | . | -2
COc1cc(SC)ccc1C(=O)Nc1nc2ccccc2[nH]1 | 4 | 26 | -58 | 7 | -2.7 | 7 | 3 | -3.5 | -2.3 | 19
N#Cc1ccccc1CSc1ccc(-c2nc3ccccc3[nH]2)cn1 | -11 | -18 | -5 | 28 | -6.4 | 0 | -26 | . | -0.5 | 19

# In another format: results already given.
# Under each structure: BoNT F protease, DUSP3 inh, CCHFV vOTU inh, MazF activator, FadD28 FP inh, FBA Mtb inh, Rv3671c protease, Mtb BioA inh, UGM FP inh, GDH-TPI inh
O=C(O)c1cccc2c1C(=O)c1ccc(-c3ccc(F)cc3OCc3ccccc3)cc1S2(=O)=O
 : -1, ., ., -11, 0.1, 5, -9, 3.8, 3.4, 19
Cc1ccc(CNC(=O)C2CCCN2C(=O)Nc2ccccc2)cc1 (stereo not drawn)
 : ?, -29, 3, 9, -0.9, 0, -1, 0.7, 1.8, 7
C=CCOc1cccc(C2C(C(=O)c3ccco3)=C(O)C(=O)N2CCN2CCOCC2)c1 (stereo not drawn)
 : 8, -8, 12, 0, -3.9, 0, 2, 1.0, -0.6, 10
Cc1onc(-c2ccccc2Cl)c1C(=O)NCCn1ccc2ccccc21
 : ?, 32, 14, -4, -2.3, 2, -9, -2.8, 6.3, -3
COC(=O)c1cn(NC(=O)/C=C/c2ccc(OC)c(OC)c2)c(=O)c2ccccc12
 : 4, 33, 10, 5, -3.4, 0, 4, -1.3, -1.8, 26
CCNC(=O)c1sc2cc(C)ccc2c1Cl
 : -4, 19, -8, 8, -0.2, 0, -5, 0.9, -0.5, 2
C#CCOCCOCCOCCNc1nc(N2CCN(C(=O)[C@H](C)n3cc(CCCN=C(N)N)nn3)CC2)nc(N2CCN(C(=O)[C@H](C)n3cc(CCCN=C(N)N)nn3)CC2)n1
 : -11, 8, 16, 21, -1.9, 3, -16, 0.9, -0.1, 6
COc1ccc(C(C)NC(=O)C2CCCC2)cc1 (stereo not drawn)
 : 12, 6, -2, 5, -5.5, 0, -2, -1.8, 2.2, 0
CC1(C)Cc2c(C#N)c(N3CCN(C(=O)c4ccccc4Cl)CC3)nc(-c3ccco3)c2CS1
 : 7, 7, 10, -10, -3.7, 16, -7, ., ., -2
COc1cc(SC)ccc1C(=O)Nc1nc2ccccc2[nH]1
 : 4, 26, -58, 7, -2.7, 7, 3, -3.5, -2.3, 19
N#Cc1ccccc1CSc1ccc(-c2nc3ccccc3[nH]2)cn1
 : -11, -18, -5, 28, -6.4, 0, -26, ., -0.5, 19

# Following part:
molecule | BoNT F protease | DUSP3 inh | CCHFV vOTU inh | MazF activator | FadD28 FP inh | FBA Mtb inh | Rv3671c protease | Mtb BioA inh | UGM FP inh | GDH-TPI inh
CSC(=S)N/N=C/c1c[nH]c2ccccc12 | -9 | 4 | 9 | 9 | 1.1 | -5 | 13 | . | 0.5 | 23
CN1CCN(C(=O)c2ccc(-c3nn(C)c(=O)c4ccccc34)cc2)CC1 | 3 | . | -5 | -5 | -1.0 | 1 | -8 | 0.1 | 2.0 | 5
O=C(c1ccco1)N1CCN(c2cc(=O)n(C3CCCCC3)c(=O)[nH]2)CC1 | -19 | 24 | 5 | 1 | 0.4 | 0 | -14 | -1.8 | 2.2 | -7
O=C(c1cccc(S(=O)(=O)N2CCCCC2)c1)N1CCCCC1 | -4 | -1 | -1 | 2 | -0.3 | 2 | -2 | -1.4 | -3.1 | 8
CCN(CC)c1ccc(/C=N/n2c(-c3ccccc3Br)n[nH]c2=S)cc1 | ? | 6 | 16 | 0 | -1.8 | 3 | 5 | -0.4 | 2.5 | 38*
O=C(NCC1CC1)Nc1ccccc1 | 1 | 17 | -2 | 5 | 1.6 | 2 | . | -0.9 | 1.7 | 19
Cc1noc(C)c1CSCC(=O)Nc1ccc(S(=O)(=O)C(F)F)cc1 | 6 | . | -3 | 11 | -2.9 | -3 | 7 | 1.1 | -0.3 | 1
COc1cccc(C(=O)NCC(c2ccc3c(c2)OCO3)N2CCN(c3ccc(F)cc3)CC2)c1 (stereo not drawn) | . | . | -3 | -1 | 0.8 | 1 | -6 | 0.1 | 2.3 | -7
CC1(C(=O)NNC(=S)NCC2CCCO2)CC1(Cl)Cl (stereo not drawn) | 0 | 24 | 0 | 2 | -0.7 | -3 | -3 | 0.0 | 3.7 | 1
CCOC(=O)/C=c1/s/c(=C/c2ccccc2OC)c(=O)n1CC(=O)N1CCOCC1 | -8 | . | 4 | -2 | -3.4 | -1 | . | 1.7 | . | 25
Cc1cccc(N=Nc2c(C)[nH]n(-c3ccccc3)c2=O)c1 | -11 | -24 | -6 | 13 | -0.8 | -3 | -8 | . | 0.6 | 0
O=C(NC(=S)Nc1ccc2nc[nH]c2c1)c1ccccc1 | -7 | 15 | 2 | 6 | -3.8 | 0 | -3 | 18 | -1.0 | 3

# Next part.
compound	BoNT F protease	DUSP3 inh	CCHFV vOTU inh	MazF activator	FadD28 FP inh	FBA Mtb inh	Rv3671c protease	Mtb BioA inh	UGM FP inh	GDH-TPI inh
O=C1ON=C(c2ccccc2)/C1=C/c1ccc(-c2ccccc2[N+](=O)[O-])o1	9	-7	0	-14	1.7	-1	10	-3.3	-0.3	17
COc1cccc(NC(=O)C2CC(=O)N(C)C(=Nc3cccc(F)c3)S2)c1 (stereo not drawn)	0	15	9	8	-1.3	-1	-7	7.9	2.3	7
CN=C1S/C(=C\c2cccn2-c2cccc(Br)c2)C(=O)N1C	.	.	3	-9	.	.	9	.	-1.5	.
O=S1(=O)CCO[C@H]2Cc3ccccc3[C@H]2N1Cc1ccccc1	0	20	5	-2	6.0	1	-6	-2.1	-2.0	-6
O=C(Nc1ccccc1C(=O)NCc1ccccc1)C1=CSCCO1	-4	10	0	28	-2.4	4	-2	0.0	-1.1	-5
Cc1nn(-c2ccccc2)c(C)c1/C=N/NC(=O)CSc1nc2ccccc2c(=O)n1-c1ccccc1	-11	2	-3	-14	0.4	1	-13	.	-0.4	11
O=C(Nc1ccc(Cl)cc1Cl)c1ccc(-c2ccccc2)cc1	-2	2	10	5	0.5	2	3	.	-0.7	7
CCOC(=O)c1ccc(NCn2c(=O)oc3ccccc32)cc1	4	-4	-4	-193	1.4	3	-10	-1.1	-1.3	13
Cc1cc(Cl)ccc1C(=O)C1CCCN(C(=O)c2cncs2)C1 (stereo not drawn)	-3	2	14	11	-3.4	-2	-8	3.6	2.7	-8
COc1ccc(C2=NCC(=S)Nc3ccc(Cl)cc32)cc1Cl	0	30	0	7	-1.1	3	-6	.	-0.7	2
CCN(CC)C(=O)c1sc2nc(N3CCOCC3)c3c(c2c1N)CCCC3	0	15	-3	3	-4.5	17	4	.	0.1	11
CCOC(=O)c1sc(NN=C(C(=O)OC)C(=O)OC)c(C(=O)OCC)c1C	-10	15	-7	-31	0.5	-1	-7	.	-3.2	1
C=CCn1c(SCC(=O)N2CCOCC2)nc2sc(CC)cc2c1=O	-8	.	17	2	-3.1	3	-6	11	0.9	8
O=C(/C=C/c1ccc2c(c1)S(=O)(=O)N(Cc1ccccc1)[C@H]2CC(=O)N1CCOCC1)N1CCOCC1	6	.	-1	0	-1.4	2	1	-0.1	-1.4	14
Cc1ncc(CO)c(/C=N/Nc2ccc(C(F)(F)F)cn2)c1O	-1	30	-13	-5	-2.8	4	-3	0.2	0.9	2
COc1cccc(C2CC(=O)NC3=C2C(=O)CCC3)c1 (stereo not drawn)	-3	8	4	-5	0.6	0	1	-1.5	-1.2	2

# Screens: PubChem BioAssay, several laboratories
